Screens deposited in PubChem by several laboratories.
MEKK2 WT-MEK5 – raises or lowers MEK5 binding to wildtype human MEKK2 PB1 domain; AID 1531; actives 1.1% (n = 290,000); Q9Y2U5; binding response (% of control), % at 10 µM; bead flow cytometry, Alexa488-MEK5 binding to MEKK2 WT; actives lie on both sides; in the data active means binding response below about 67% or above about 130%
CRFBP-R2 block – CRF-BP/CRF-R2 complex antagonism. HEK293 CRF-R2/CRF-BP, CRF-induced calcium fluorescence. inhibition, % at 11.8 µM. actives 0.59% (n = 350,000);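 active means inhibition of the ligand-induced calcium signal above about 50% at the single tested concentration, limit read from the data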
HCV NS3 hel inh – blocks Hepatitis C virus NS3 helicase unwinding. NS3 helicase DNA unwinding, Cy5 molecular beacon fluorescence. inhibition, % at 10.9 µM. actives 0.56% (n = 290,000). AID 1800;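 active means inhibition above the mean of all tested compounds plus 3 SD, set per campaign, cut at about 35% in these data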;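 further: 0% = DMSO wells and 100% = thioflavine S control wells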
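Control set: DMSO versus 110 µM thioflavine S; Material: NS3 helicase fragment of HCV; Measured by: Cy5 fluorescence at 0 and 60 min, beacon hairpin quenching; Read-out basis: percent inhibition from t60/t0 fluorescence ratio; Times: reaction time 60 min, 25 °C; Repeats: single replicate; Compound dosing: single dose, 10.9 µM nominal final, DMSO 0.8% final.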
SUMO HTRF inh – inhibitors of human SUMOylation (UBC9). actives 0.36% (n = 290,000). P63279. HTRF SUMOylation assay, SAE1/SAE2 + UBC9, in vitro. inhibition, % at 35 µM; in the data active means inhibition above about 50%, passing the limit was not always enough; further: strong numbers were not always called active
Target sequence (P63279 whole entry, looked up): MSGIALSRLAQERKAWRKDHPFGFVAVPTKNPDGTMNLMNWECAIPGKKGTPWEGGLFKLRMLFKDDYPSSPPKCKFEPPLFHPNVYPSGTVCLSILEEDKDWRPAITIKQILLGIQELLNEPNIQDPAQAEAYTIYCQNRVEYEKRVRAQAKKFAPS
GalR3 antagonist – blocks the human galanin receptor 3; O60755; actives 0.44% (n = 360,000); HEK293 GalR3-CNG cAMP membrane potential fluorescence; galR3 body fused to GalR1 C-terminus; inhibition, % at 3 µM;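 active means inhibition above the screen-wide average plus 3 SD, cut at about 13% in these data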;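 further: forskolin and galanin both at EC90 stimulate the cells; cAMP rise reported by CNG channel membrane potential dye signal; 0% = forskolin plus galanin with DMSO and 100% = forskolin alone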
Target sequence (O60755 1-299 limits assumed): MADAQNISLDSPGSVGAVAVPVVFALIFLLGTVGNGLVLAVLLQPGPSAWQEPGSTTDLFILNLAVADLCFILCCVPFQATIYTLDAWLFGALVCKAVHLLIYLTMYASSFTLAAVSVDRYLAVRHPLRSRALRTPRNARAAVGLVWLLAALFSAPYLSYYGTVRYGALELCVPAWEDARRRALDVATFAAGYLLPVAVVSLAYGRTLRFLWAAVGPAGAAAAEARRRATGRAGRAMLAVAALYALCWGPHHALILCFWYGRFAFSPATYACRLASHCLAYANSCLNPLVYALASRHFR
CRFR2-BP ag – agonists of human CRF-binding protein/CRF-R2 receptor complex; HEK293 CRF-R2/CRF-BP, calcium dye fluorescence (FLIPR); percent of saturating CRF peptide response; activation, % at 13.2 µM; actives 0.46% (n = 350,000); AID 588473;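 active means activation of at least 50%, plus an integration ratio under a set limit after plate pattern correction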;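 further: plate controls were neutral control wells without compound for no effect and CRF at EC100 for full effect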
MEKK2mut PB1 HTS – signal of MEK5 binding to mutant human MEKK2 PB1 domain; bead flow cytometry, Alexa488-MEK5 binding to MEKK2 mutant; percent response, % at 10 µM; AID 1530; actives 0.35% (n = 290,000); in the data active means percent response above about 24%, passing the limit was not always enough; further: inactives centre near 1; some results filed as inactive read as strong as hits
FID counter – displaces DNA intercalator in HCV helicase counter-screen; DNA fluorescent intercalator displacement, fluorescence; inhibition, % at 7.9 µM; actives 0.17% (n = 290,000); AID 1845; in the data active means inhibition above about 37%;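 further: 0% = vehicle and 100% = reference compound; higher means more ethidium bromide displaced from hairpin DNA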
MEKK3 PB1 HTS – raises or lowers MEK5 binding to the human MEKK3 PB1 domain; bead-based flow cytometry, Alexa488-MEK5 binding to MEKK3; actives lie on both sides; 0 = blocked by unlabeled MEK5, 100 = vehicle; binding response (% of control), % at 10 µM; actives 1.4% (n = 290,000); AID 1529;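 active means binding response more than 3 SD above or below the average of its plate-row segment, actives on both sides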;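 further: Alexa488 bead fluorescence after subtracting the streptavidin-only scavenger bead signal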
Target sequence (Q99759 whole entry, looked up, the tested form may be a part): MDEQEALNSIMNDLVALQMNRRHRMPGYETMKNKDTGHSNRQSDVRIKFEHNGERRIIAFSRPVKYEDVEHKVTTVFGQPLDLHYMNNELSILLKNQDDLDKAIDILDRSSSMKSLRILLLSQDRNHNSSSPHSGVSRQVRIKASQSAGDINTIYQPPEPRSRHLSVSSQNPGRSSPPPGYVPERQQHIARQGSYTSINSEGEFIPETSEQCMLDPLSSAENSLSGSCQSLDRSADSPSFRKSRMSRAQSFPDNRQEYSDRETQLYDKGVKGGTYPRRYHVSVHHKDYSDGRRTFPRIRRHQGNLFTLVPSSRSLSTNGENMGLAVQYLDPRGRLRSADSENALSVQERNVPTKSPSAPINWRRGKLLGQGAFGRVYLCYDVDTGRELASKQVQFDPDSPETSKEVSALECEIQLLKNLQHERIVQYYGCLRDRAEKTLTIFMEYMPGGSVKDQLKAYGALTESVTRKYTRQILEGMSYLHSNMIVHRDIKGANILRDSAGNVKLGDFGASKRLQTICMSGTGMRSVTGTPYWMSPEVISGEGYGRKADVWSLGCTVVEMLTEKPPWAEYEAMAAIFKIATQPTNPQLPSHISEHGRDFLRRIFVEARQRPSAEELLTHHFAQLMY
Numbers without * were called inactive; / = not tested or not shown; [ ] = another dose, or the depositor's remark.

SMILES | MEKK2 WT-MEK5 | CRFBP-R2 block | HCV NS3 hel inh | SUMO HTRF inh | GalR3 antagonist | CRFR2-BP ag | MEKK2mut PB1 HTS | FID counter | MEKK3 PB1 HTS
CCCOc1cccc(C(=O)N2CCN(C(=O)C3CCCO3)CC2)c1 (centres undefined) | 112 | 4 | 5 | 5 | -1 | -1.4 | 12 | -17 | 105
Cn1nccc1/C=C(/C#N)S(=O)(=O)c1ccccc1 | 94 | -33 | 20 | -8 | -4 | 3.6 | -2 | -3 | 93
CC1(C)CC(NC(=O)c2ccccc2C(=O)NC2CC(C)(C)NC(C)(C)C2)CC(C)(C)N1 | 97 | 27 | -2 | -1 | -3 | -1.7 | -10 | 5 | 107
Cc1ccc2nc(NC(=O)COC(=O)c3ccc(Br)o3)sc2c1 | 97 | -2 | -9 | -12 | -3 | 2.3 | 1 | 3 | 103
Cc1nn(C)c(C)c1S(=O)(=O)N(CC(=O)NCCCN1CC(C)CC(C)C1)c1ccc(C(C)C)cc1 (centres undefined) | 104 | 7 | -21 | 7 | -6 | 0.6 | -5 | 40* | 103
O=C(Cc1ccccc1)NNC1CC(=O)N(c2ccc(Cl)cc2)C1=O (centres undefined) | 102 | 18 | 9 | 10 | 2 | -5.2 | 0 | -17 | 102
O=C(N/N=C/c1ccc(-n2ccnc2)cc1)c1cccs1 | 108 | 0 | -6 | 13 | -5 | 1.9 | 8 | -11 | 101
CCCCCCCCCC(=O)Nn1cnc2ccccc2c1=O | 94 | -16 | 1 | -15 | -5 | -1.1 | -9 | 0 | 101
O=C(NCCc1ccc(Cl)cc1)C1CCCN(S(=O)(=O)N2CCCCCC2)C1 (centres undefined) | 96 | -2 | -9 | / | -6 | 0.0 | -5 | -35 | 99
CCn1cc(C2=NOC(C(=O)Nc3cccc(C(C)=O)c3)C2)c(C)n1 (centres undefined) | 112 | -20 | 1 | 32 | -6 | 12 | 8 | -17 | 107
Cc1ccc(NC2c3ncccc3C(=O)N2Cc2cccs2)cc1C (centres undefined) | 92 | -4 | -12 | 26 | -3 | -0.6 | -3 | -15 | 96
Cn1c(=O)c(/C=C/c2ccc(F)cc2)nc2ccccc21 | 55*[inhibitor] | 0 | 7 | 6 | -4 | 4.5 | -10 | -7 | 81
CN(CCCOc1ccccc1F)Cc1ccccc1 | 111 | -1 | 0 | 7 | -5 | 6.2 | 5 | 8 | 109
CC(C)NC(=O)CSc1c2c(nc3ccccc13)CCCC2 | 99 | 0 | 10 | 10 | 0 | -1.3 | -5 | 1 | 98
Cn1c(C(=O)N2CCCC(C(=O)NCCCc3ccccc3)C2)cc2sccc21 (centres undefined) | 105 | 23 | 3 | 6 | 5 | -5.8 | 6 | -35 | 107
CC1(C)NC(=O)N(CCOCCOc2ccccc2-c2ccccc2)C1=O | 97 | 16 | 3 | -16 | -6 | 0.1 | 0 | -25 | 100
CC1CCCCC1NC(=O)c1cn(C)c2ccc(S(=O)(=O)N3CCOCC3)cc2c1=O (centres undefined) | 101 | -10 | -9 | -15 | -6 | 0.5 | 0 | -3 | 101
CCc1ccccc1NC(=O)N1CCc2ccccc2C1 | 106 | 4 | -1 | 5 | -4 | 1.5 | 5 | -13 | 104
Cc1cccc(NC(=O)CCN2CCN(C)CC2)c1 | 105 | 3 | 4 | 13 | -9 | -0.8 | 2 | 0 | 106
O=C(CN1CCN(c2ccc(O)cc2)CC1)NC1CCCc2ccccc21 (centres undefined) | 94 | / | 27 | -4 | -5 | / | -2 | -20 | 90

14 compounds from above, sorted by molecular weight, low to high:
SMILES | MEKK2 WT-MEK5 | CRFBP-R2 block | HCV NS3 hel inh | SUMO HTRF inh | GalR3 antagonist | CRFR2-BP ag | MEKK2mut PB1 HTS | FID counter | MEKK3 PB1 HTS
Cn1nccc1/C=C(/C#N)S(=O)(=O)c1ccccc1 | 94 | -33 | 20 | -8 | -4 | 3.6 | -2 | -3 | 93
CCc1ccccc1NC(=O)N1CCc2ccccc2C1 | 106 | 4 | -1 | 5 | -4 | 1.5 | 5 | -13 | 104
CC(C)NC(=O)CSc1c2c(nc3ccccc13)CCCC2 | 99 | 0 | 10 | 10 | 0 | -1.3 | -5 | 1 | 98
CCCCCCCCCC(=O)Nn1cnc2ccccc2c1=O | 94 | -16 | 1 | -15 | -5 | -1.1 | -9 | 0 | 101
CCn1cc(C2=NOC(C(=O)Nc3cccc(C(C)=O)c3)C2)c(C)n1 (centres undefined) | 112 | -20 | 1 | 32 | -6 | 12 | 8 | -17 | 107
CCCOc1cccc(C(=O)N2CCN(C(=O)C3CCCO3)CC2)c1 (centres undefined) | 112 | 4 | 5 | 5 | -1 | -1.4 | 12 | -17 | 105
Cc1ccc(NC2c3ncccc3C(=O)N2Cc2cccs2)cc1C (centres undefined) | 92 | -4 | -12 | 26 | -3 | -0.6 | -3 | -15 | 96
O=C(Cc1ccccc1)NNC1CC(=O)N(c2ccc(Cl)cc2)C1=O (centres undefined) | 102 | 18 | 9 | 10 | 2 | -5.2 | 0 | -17 | 102
O=C(CN1CCN(c2ccc(O)cc2)CC1)NC1CCCc2ccccc21 (centres undefined) | 94 | / | 27 | -4 | -5 | / | -2 | -20 | 90
CC1(C)NC(=O)N(CCOCCOc2ccccc2-c2ccccc2)C1=O | 97 | 16 | 3 | -16 | -6 | 0.1 | 0 | -25 | 100
Cc1ccc2nc(NC(=O)COC(=O)c3ccc(Br)o3)sc2c1 | 97 | -2 | -9 | -12 | -3 | 2.3 | 1 | 3 | 103
CC1(C)CC(NC(=O)c2ccccc2C(=O)NC2CC(C)(C)NC(C)(C)C2)CC(C)(C)N1 | 97 | 27 | -2 | -1 | -3 | -1.7 | -10 | 5 | 107
CC1CCCCC1NC(=O)c1cn(C)c2ccc(S(=O)(=O)N3CCOCC3)cc2c1=O (centres undefined) | 101 | -10 | -9 | -15 | -6 | 0.5 | 0 | -3 | 101
Cc1nn(C)c(C)c1S(=O)(=O)N(CC(=O)NCCCN1CC(C)CC(C)C1)c1ccc(C(C)C)cc1 (centres undefined) | 104 | 7 | -21 | 7 | -6 | 0.6 | -5 | 40* | 103

Going on with the list:
SMILES | MEKK2 WT-MEK5 | CRFBP-R2 block | HCV NS3 hel inh | SUMO HTRF inh | GalR3 antagonist | CRFR2-BP ag | MEKK2mut PB1 HTS | FID counter | MEKK3 PB1 HTS
Cc1ccc(SCC(=O)Nc2nccs2)cc1 | 100 | -9 | 6 | 10 | -2 | -0.7 | 1 | -3 | 102
Cc1cccc(NC(=O)CCC(=O)N/N=C/c2ccncc2)c1 | 94 | 10 | 3 | 7 | -6 | 2.2 | -1 | -8 | 90
C/C(=N\NC(=O)CC(C)C)c1c(C(F)(F)F)[nH]n(-c2nc3ccccc3s2)c1=O | 101 | 7 | -12 | 15 | -4 | -1.5 | 0 | -9 | 100
CC(N=c1ccccn1C(=O)Nc1cccc(C(F)(F)F)c1)c1ccco1 (centres undefined) | / | -8 | 2 | 8 | -3 | -0.6 | / | -8 | /
O=C1CN(CC(=O)NC2CCCc3ccccc32)CCN1 (centres undefined) | 108 | 1 | -13 | 9 | -9 | -0.7 | 9 | -7 | 104
C/C(=N\NC(=O)c1nonc1N)c1cccs1 | 102 | 1 | -6 | -9 | -5 | -1.3 | 0 | 1 | 109
COc1cc(OC)c(-c2nc(-c3ccncc3)no2)cc1OC | 99 | 17 | -11 | 7 | -6 | -5.6 | 1 | -25 | 97
CCn1c(-c2ccsc2)nc2c1c(=O)[nH]c(=O)n2Cc1ccccc1 | 99 | -20 | -3 | 2 | -6 | -4.0 | 2 | -4 | 102
CCO[C@@H]1OC(C(N)=O)=C[C@H](C2CCCCC2)[C@H]1CCCO | 98 | -3 | / | 3 | -2 | 2.2 | 2 | / | 105
Cc1ccc(C(=O)NNC(=O)C2CCN(Cc3ccccc3)CC2)cc1 | 104 | -2 | 4 | -1 | 0 | 1.0 | 13 | 2 | 100
CCOc1ccc(CNS(=O)(=O)c2c(C)nc3scc(C)n3c2=O)cc1OC | 104 | -10 | 2 | 18 | 1 | 1.8 | 1 | -11 | 104
CCOc1ccc(-c2cnc3n2CCC3)cc1 | 93 | 5 | -4 | 1 | 0 | -5.8 | -12 | 1 | 86
COC(=O)c1ccc[n+](CCc2c[nH]c3ccccc23)c1 | 99 | -13 | / | / | 7 | -0.3 | 3 | / | 103
CC(C)CC(=O)Nc1cc(NC(=O)CC(C)C)cc(C(=O)NC(C)(C)C)c1 | 97 | 11 | 0 | 9 | 2 | -1.1 | 1 | -28 | 97
Cc1cc(C)n(-c2cc(N3CCN(C(=O)c4cccc(Br)c4)CC3)ccc2[N+](=O)[O-])n1 | 98 | 24 | 2 | -7 | -1 | 0.1 | 3 | -34 | 103
C/C=C/C(=O)OCC(=O)Nc1ccc(SC(F)F)cc1 | 109 | 1 | 2 | 3 | -6 | -0.9 | 3 | -2 | 106
Cc1ccc(OCc2nn3c(-c4ccco4)nnc3s2)cc1 | 108 | -1 | 0 | 13 | 1 | 1.3 | 5 | -3 | 99
CCn1nc(C)c(Br)c1-c1nc(CS(=O)(=O)c2ccc(F)cc2)no1 | 57 | 30 | -6 | 5 | -3 | 0.0 | -19 | -19 | 55
CN(C)C(=O)CNc1n[nH]c(=S)[nH]c1=O | 92 | -8 | 8 | 7 | -5 | -1.2 | -18 | -8 | 95
CN1C(C(=O)NCc2ccccc2)CC2Cn3c(nc4ccccc43)C21 (centres undefined) | 102 | 15 | / | 19 | -3 | -0.2 | -2 | / | 102
O=C(N/N=C/C=C/c1ccccc1[N+](=O)[O-])c1cccnc1 | 105 | -8 | -9 | 8 | 3 | -2.6 | 3 | -4 | 103
Cc1ccc(C)c(C(C)NC(=O)c2ccccc2Br)c1 (centres undefined) | 95 | 64* | 1 | 4 | -3 | -1.4 | 0 | -15 | 97
COc1ccc(-c2oc3ncnc(NCCN4CCOCC4)c3c2-c2ccc(OC)cc2)cc1 | 108 | 13 | -3 | 7 | / | 0.1 | 0 | 0 | 99
CC1CC(=O)N(c2ccc(NCc3ccc(Cl)cc3)c([N+](=O)[O-])c2)C1=O (centres undefined) | 95 | 4 | -3 | 4 | -6 | -0.5 | -1 | 0 | 94
COc1cc(OC)c2c(C)cc(=O)oc2c1 | 107 | 1 | 6 | 26 | 1 | -0.9 | 18 | 2 | 105
COC(=O)N1C(=O)[C@](c2ccccc2)(C2CCCCC2)N1C(=O)OC | 99 | 4 | 1 | 8 | 10 | -1.2 | -8 | -37 | 103
CCCN(CC(=O)Nc1cc(Cl)ccc1Cl)C(=O)CN1C(=O)C2CCCCC2C1=O (centres undefined) | 105 | 14 | -9 | -3 | 7 | -0.3 | 6 | -31 | 101
N#Cc1ccc(N2CCN(C(=O)c3cccs3)CC2)c(F)c1 | 109 | 11 | 17 | 24 | -9 | -3.8 | 4 | -7 | 109
O=C(N=C1SC2CS(=O)(=O)CC2N1c1ccc(F)cc1F)C1CC1 (centres undefined) | 98 | 3 | 12 | / | -7 | 0.9 | 10 | -3 | 99
c1csc(-c2nn3c(Cn4nnc5ccccc54)nnc3s2)c1 | 98 | -5 | -6 | 0 | -6 | 0.1 | 3 | 2 | 98
Cc1cc(C(=O)OCC(=O)N2CC(=O)Nc3ccccc32)no1 | 101 | -5 | 2 | 2 | -5 | 0.4 | 1 | 4 | 99

An excerpt; the hit share may differ from the screen's.
